TDP1 block – blocks human tyrosyl-DNA phosphodiesterase 1; 350,000 tested, 0.28% active; AID 485290; recombinant TDP1, AlphaScreen DNA substrate cleavage; Q9NUW8; Potency, µM (titrated, usually from 130 µM), for inactives: top-dose activity change, negative = inhibition, actives largely listed as inhibitors; note: nearly all actives have a fitted effect of over 40% in size
Target sequence (Q9NUW8 whole entry, looked up): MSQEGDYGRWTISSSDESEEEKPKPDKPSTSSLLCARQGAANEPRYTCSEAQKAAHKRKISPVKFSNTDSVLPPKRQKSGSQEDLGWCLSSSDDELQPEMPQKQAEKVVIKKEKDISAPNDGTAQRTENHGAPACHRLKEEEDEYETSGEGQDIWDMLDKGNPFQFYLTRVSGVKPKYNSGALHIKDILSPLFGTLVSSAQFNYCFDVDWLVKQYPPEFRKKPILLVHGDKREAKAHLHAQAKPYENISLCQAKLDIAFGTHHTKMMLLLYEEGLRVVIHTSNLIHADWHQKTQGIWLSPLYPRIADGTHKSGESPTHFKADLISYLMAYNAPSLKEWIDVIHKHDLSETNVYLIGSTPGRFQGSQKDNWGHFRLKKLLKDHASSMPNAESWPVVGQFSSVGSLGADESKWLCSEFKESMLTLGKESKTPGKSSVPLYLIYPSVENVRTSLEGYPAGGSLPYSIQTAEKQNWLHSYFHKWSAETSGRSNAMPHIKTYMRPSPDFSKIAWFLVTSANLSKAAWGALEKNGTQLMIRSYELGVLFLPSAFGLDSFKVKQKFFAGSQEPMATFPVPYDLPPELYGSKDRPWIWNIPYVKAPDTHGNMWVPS
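Tdp1 1 nM final; 15 min RT w/ cpd; substrate 15 nM, 5 min; beads 10 ug/ml, 10 min; AlphaScreen read. Neg ctrl: no enzyme.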
TDP1 cell noCPT – qHTS for Inhibitors of human tyrosyl-DNA phosphodiesterase 1 (TDP1): qHTS in cells in absence of CPT | Potency, µM (doses to about 46.2 µM), for inactives: at the top dose activity change, negative = growth inhibition, usual class: inhibitors | DT40 Tdp1-/- hTDP1 cells, no CPT, ATP luminescence, 48 h | 420,000 tested, 15% active; note: nearly all actives have a fitted effect of over 55% in size
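Readout: luminescence from CellTiter-Glo after 30 min in the dark at RT. Cells: DT40 Tdp1-/- with stable hTDP1, 400/well. Exposure: compounds alone, ≥48 hr, 37 °C.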
N370S GC – N370S glucocerebrosidase modulation, Gaucher chaperone candidate | P04062 | N370S GC spleen homogenate, 4MU-glucoside fluorescence | Potency, µM (titrated, usually from 59.4 µM), for inactives: at the highest dose activity change, negative = inhibition, actives largely listed as inhibitors | 330,000 tested, 0.092% active;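 note: 0% = full enzyme activity and -100% = no enzyme basal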
Starred values were filed as active, the others as inactive; u = inconclusive; x = no result given; & = joins results of further samples; [ ] = remark or other dose. Calls come from the whole dose curve; as a rule, active = well fitted curve in the direction sought with a large enough effect; inconclusive = small, poorly fitted or top-dose-only effect, or another doubt; inactive = no such curve, though single readings can be large; an effect the other way counts as inactive or inconclusive. Unless noted, % is set by controls: 0 for no effect and ±100 for the full control effect; potency is the fitted concentration of half-maximal effect. An excerpt, so the mix of outcomes need not match the whole.

smiles	TDP1 block	TDP1 cell noCPT	N370S GC
Cc1cccc(-n2nnnc2SCC(=O)NC2CCCC2)c1	1%	u	x
Cc1ccc(NC(=O)CSc2nc3ccccc3c(=O)n2CCCC(=O)N2CCCC2)cc1	8%	21µM*	6%
Cn1nccc1C(=O)Nc1ccc(S(=O)(=O)N2CCCC2)cc1	1%	-8%	-14%
COc1ccc(CCN(C)C(=O)CN2C(=O)NC3(CCCCC3C)C2=O)cc1OC (stereo not drawn)	-13%	-16%	3%
Cc1ccc(N=Nc2cc(C)ccc2N)cc1	x	0%	-4%
O=C1Nc2ccccc2Oc2cc([N+](=O)[O-])cc(Oc3ccccc3)c21	3%	u	22%
Cc1cc(C)c(NC(=O)c2cc(CN3CCOCC3)on2)c(C)c1	1%	0%	x
Cc1ccc(S(=O)(=O)NNC(=O)CCC(=O)Nc2ccc(C)cc2C)cc1	5%	-18%	-5%
COc1ccc(Nc2nnc(-c3cc4cc(Cl)ccc4oc3=O)s2)cc1	-3%[12.3 µM]	7%	x
C=CCN1C(=O)C2(c3ccccc31)C1CCCC=C1C(C#N)=C(N)C2(C#N)C#N (stereo not drawn)	5%	-19%	-7%
COc1ccc(Cl)cc1NC(=O)Cn1nnc(C(=O)NCc2cccs2)c1N	-2%	1.2µM*	x
O=C1CC2(CCN(C(=O)c3ccccc3Cl)CC2)Oc2ccccc21	0%	u	-18%
O=C(Nc1cccc2c1CCCC2)c1ccncc1	2%	-6%	3%
CN(CC(=O)Nc1ccc(F)cc1)C(=O)c1cn(-c2ccccc2)nc1-c1cccs1	2%	u	x
O=C(CSc1nc(-c2ccccc2)cs1)NCc1ccco1	6%	u	6%
O=C(NC(CCl)c1ccccc1)c1ccc(Cl)cc1 (stereo not drawn)	-5%	-9%	u
CC1=C(C(=O)Nc2cccc(C(=O)NC3CCCCC3C)c2)SCCO1 (stereo not drawn)	2%	u	-10%
CCCCCOc1ccc(N2C(=O)C(C)CNC2=S)cc1 (stereo not drawn)	-3%	x	-17%
CC(C)(C)NC(=O)NC(=O)COC(=O)Cc1ccc(Cl)cc1Cl	3%	-1%	17%
CC(Cc1cccs1)NC(=O)Nc1ccc(Cl)c(Cl)c1 (stereo not drawn)	0%	23µM*	5%
COc1ccc([N+](=O)[O-])cc1N(CC(O)CN(C)C)S(=O)(=O)c1ccccc1 (stereo not drawn)	0%	-2%	-20%
CCC(=O)Nc1nnc(/C=C/c2ccccc2)s1	x	-3%	u
COc1ccc(CCNC(=O)C2CCN(c3nc4ccccc4nc3C(F)(F)F)CC2)c(OC)c1	5%	u	x
Cc1ccc(S(=O)(=O)Nc2cc(NC(=O)CN3CCOCC3)ccc2Cl)cc1	3%	-19%	-1%
Cc1ccccc1CNC(=O)CN1C(=O)c2ccccc2S1(=O)=O	x	-25%	-15%
Cc1cc(NC(=O)NC(=O)c2ccc(F)cc2F)n[nH]1	0%	u	8%
CCN(CC)c1ccc(-c2nnc(SCC(=O)Nc3ccccc3C#N)n2-c2ccccc2)cc1	0%	18µM*	13%
Cc1ccc(C)c2c1cc(C)c1nnc(SCc3ccccn3)n12	6%	11%	-8%
CCOC(=O)c1cccc(NC(=O)CN2C(=O)C3CC=CCC3C2=O)c1 (stereo not drawn)	0%	-23%	7%
Cc1ccc(-c2n[nH]c(S(C)(=O)=O)c2C#N)cc1	-3%	2%	-8%
Cc1ccc(C)c(N2CCN(C(=O)c3ccc(CS(=O)Cc4cccc(Cl)c4)o3)CC2)c1 (stereo not drawn)	5%	-14%	7%
COC(=O)c1ccc(-c2ccco2)n1Cc1nc(-c2ccc(OC)c(OC)c2)oc1C	11%	16µM*	8%
C=CCNC(=O)C(=O)N/N=C/c1ccco1	-3%	6%	2%
Cc1nn(C(C)C(=O)NC2CCC(C)CC2)c(=O)c2nn(-c3ccccc3)c(C)c12 (stereo not drawn)	1%	-15%	5%
CC(=O)c1c(C)oc2ccc(N(C(=O)c3ccncc3)S(=O)(=O)c3ccccc3)cc12	0%	u	15%
COC1C[C@@H](O[C@@H]2C(C)C(=O)OC(C)C(C)[C@H](OC(C)=O)C(C)C(=O)[C@@]3(CO3)CC(C)C(OC3OC(C)CC(N(C)C)[C@H]3OC(C)=O)C2C)OC(C)[C@@H]1OC(C)=O (stereo partly drawn)	7%[56.1 µM]	-10%	2%
O=C(CN1CCN(C(=O)c2ccco2)CC1)Nc1cccc([N+](=O)[O-])c1	-2%	u	3%
O=C1c2ccc3c4c(ccc(c24)C(=O)N1c1ccc(O)cc1)C(=O)N(c1ccc(O)cc1)C3=O	-2%	-4%	0%
O=C(Nc1cccc(C(F)(F)F)c1)OCCN1CCN(Cc2ccccc2)CCC1=O	7%&3%	u	u
CCn1cc(C(=O)NCCCOC(C)C)c(=O)c2cc(S(=O)(=O)N3CCCC3)ccc21	2%	10%	-6%
CCS(=O)(=O)N1CCC(C(=O)NCc2ccc(OC)cc2)CC1	4%	7%	27%
Cc1cccc(NC(=O)CNCC(=O)Nc2cccc(C)c2C)c1C	x	2%	4%
CCOC(=O)c1ccc(NC(=O)C(CC)Sc2nc3ncccc3o2)cc1 (stereo not drawn)	6%	u	x
COc1ccc(CC(=O)Nc2sccc2C#N)cc1S(=O)(=O)N1CCOCC1	-13%	-24%	-5%
O=C(NNC(=O)c1cccc(S(=O)(=O)Nc2ccc(Cl)cc2)c1)c1ccc(=O)[nH]c1	3%	27%	x
CCCCn1c(N)c(N(CCC(C)C)C(=O)c2ccc(C)c(S(=O)(=O)N3CCOCC3)c2)c(=O)[nH]c1=O	0%	1%	-1%
CN(C)c1nc2c(N)ncnc2n1[C@H]1O[C@@H](CO)[C@H](O)[C@@H]1O	x	-14%	-2%
Cn1nnnc1SCc1nc2ccccc2[nH]1	0%	2%	4%
CC(=O)Nc1ccc(S(=O)(=O)N(C)c2ccc(OCC(=O)OCC(=O)Nc3ccc(OC(F)F)cc3)cc2)cc1	-6%	-3%	-1%
CCCCCC(=O)NC(Cc1ccc(OC)c([N+](=O)[O-])c1)C(=O)O (stereo not drawn)	3%	u	7%
COC(=O)C1CC(c2ccc(Cl)cc2)=NO1 (stereo not drawn)	1%	1%	-2%
CCCCN(C)C(=O)c1ccc2c(c1)N(CC)C(=O)c1ccccc1S2=O (stereo not drawn)	x	-19%	-1%
CN(C)S(=O)(=O)c1ccc(C(=O)OC2CCOC2=O)cc1 (stereo not drawn)	-4%	6%	0%
Cc1ccc(S(=O)(=O)CCC(=O)OCC(=O)NCCc2ccc(S(N)(=O)=O)cc2)cc1	0%	0%	x
COc1cccc(CNC(=O)C2CCN(c3nnc(-n4c(C)ccc4C)s3)CC2)c1	5%	15µM*	x
CCC1(c2ccccc2)NC(=O)N(Cc2ccc(C(=O)OC)cc2)C1=O (stereo not drawn)	3%	-24%	-7%
Cc1onc(-c2c(F)cccc2Cl)c1C(=O)NCc1ccc2c(c1)OCO2	1%	5%	-1%
O=C(Nc1nc2cc3c(cc2s1)OCCO3)c1cccc(S(=O)(=O)N2CCOCC2)c1	2%	x	-24%
COC(=O)c1cccc(NC(=O)c2nsc3ccccc23)c1	3%	u	x
CN(C)c1ccnc(Oc2ccc(Cl)cc2)c1C#N	0%	u	12%

Remaining list, next part:
Each structure is followed by: TDP1 block | TDP1 cell noCPT | N370S GC
- Cc1cc(C)cc(Oc2ccccc2/C=N\O)c1
 : 6% | -11% | 5%
- COc1ccc(-c2csc3ncnc(N4CCN(S(=O)(=O)c5cccc(Br)c5)CC4)c23)cc1
 : 0% | 9.2µM* | 0%
- COc1ccccc1N1CCN(C(=O)COc2ccc(C)cc2Br)CC1
 : 3% | u | 4%
- CCOc1ccc(NC(=O)C2C3CC/C=C\CCC32)cc1 (stereo not drawn)
 : -4% | -15% | -4%
- Cc1cc(=O)[nH]c(SCc2cc(=O)n3nc(C)sc3n2)n1
 : 4% | -11% | 2%
- Cc1nc(-c2ccccc2)sc1C(=O)/C=C/c1ccccc1
 : 2% | 18µM* | 6%
- CCC(C(=O)Nc1nccs1)c1ccccc1 (stereo not drawn)
 : 2% | -5% | 6%
- COc1ccccc1N1C(N)=NC(N)=NC1(C)C
 : 5% | u | 6%
- Cc1ccc(Cn2c(=N)c(C#N)cc3c(=O)n4cccc(C)c4nc32)cc1
 : 0% | x | 4%
- O=C(CNC(=O)c1ccc(Br)o1)NCCc1ccc(F)cc1
 : 1% | 11% | 0%
- COc1ccc(S(=O)(=O)N2CCC(C(=O)Nc3c(F)cccc3F)CC2)cc1
 : 0% | 2% | 1%
- Cc1cccc(C(=O)N2CCN(C(=O)c3cccc(C)c3)C(C)C2)c1 (stereo not drawn)
 : 9% | u | 2%
- Cc1noc(/C=C/N(C)C)c1S(=O)(=O)N1CCCC(C(=O)Nc2cccc(F)c2)C1 (stereo not drawn)
 : 6% | u | x
- CCC(=O)N(c1nnc(SCC(=O)Nc2ccc(N3CCOCC3)cc2)s1)C1CC1
 : 2% | 21% | x
- CCC(C)(C)n1nnnc1C(c1ccccc1)N1CCN(Cc2ccccc2)CC1 (stereo not drawn)
 : 6% | 6% | -9%
- Cc1ccc(N2CCN(/N=C/c3ccccc3)CC2)cc1
 : 5% | -4% | -5%
- COc1ccccc1CNC(=O)/C=C/c1cc2c(cc1Br)OCO2
 : 2% | -9% | 11%
- COc1ccc(OC)c(S(=O)(=O)N2CCCC(N3CCN(c4ccccc4)CC3)C2)c1 (stereo not drawn)
 : 5% | 26µM* | -3%
- CCn1nnc2cc(C(=O)NCC(c3ccccc3OC)N(C)C)ccc21 (stereo not drawn)
 : x | -16% | 0%
- CC(=O)O/N=C/c1c(Cl)n(C)c2ccccc12
 : -3% | -11% | -1%
- Cc1ccc(C)c(S(=O)(=O)Nc2ccc(C(=O)NCCc3ccccn3)cc2)c1
 : -3% | -24% | -8%
- O=C(C1=C(O)C(=O)N(CC2CCCO2)C1c1ccccc1)c1ccco1 (stereo not drawn)
 : x | -15% | -7%
- CC(C)(C)c1ccc(C(=O)NC(=S)NCc2cccnc2)cc1
 : 1% | 18µM* | 18%
- N=C(N)SCCc1ccc(OCc2ccc([N+](=O)[O-])cc2)cc1
 : 7% | u | -15%
- COc1cccc(CCNC(=O)CC2C(=O)NCCN2Cc2ccc(Cl)c(F)c2)c1 (stereo not drawn)
 : 4% | 3% | -6%
- CN1C(=O)Cc2cc(S(=O)(=O)CCC(=O)N3CCN(c4cccc(Cl)c4)CC3)ccc21
 : 5% | 8.2µM* | x
- COc1ccc(NC(=S)N2CCC(NC(=O)C3CCCCC3)CC2)cc1
 : 1% | u | -5%
- COc1cccc(C(=O)/C=C/Nc2cccc(O)c2)c1
 : 6% | -28% | 5%
- Cc1cc(NC(=O)CCN2C(=O)C3C4C=CC(C4)C3C2=O)ccc1Br (stereo not drawn)
 : 2% | -10% | 10%
- CSCC[C@H](NC(=O)OC(C)(C)C)C(=O)N1CCC(C(=O)N[C@H](C(=O)O)C(C)C)CC1
 : 0% | -11% | 1%

One compound at a time, from the list above. Order of screens: TDP1 block	TDP1 cell noCPT	N370S GC
`COc1cccc(CCNC(=O)CC2C(=O)NCCN2Cc2ccc(Cl)c(F)c2)c1` (stereo not drawn) in the list: 4%	3%	-6%
`CN1C(=O)Cc2cc(S(=O)(=O)CCC(=O)N3CCN(c4cccc(Cl)c4)CC3)ccc21` in the list: 5%	8.2µM*	x
`CCn1nnc2cc(C(=O)NCC(c3ccccc3OC)N(C)C)ccc21` (stereo not drawn) in the list: x	-16%	0%

Look-ups from the results shown:
Under N370S GC, `Cc1ccc(NC(=O)CSc2nc3ccccc3c(=O)n2CCCC(=O)N2CCCC2)cc1` has 6%
Under TDP1 block, `COc1ccc(CC(=O)Nc2sccc2C#N)cc1S(=O)(=O)N1CCOCC1` has -13%

(next part)
Each structure is followed by: TDP1 block | TDP1 cell noCPT | N370S GC
- OCCSc1nnc(Nc2ccccc2)s1
 : -6% | -18% | 28%
- Cc1cc(C)c(-c2csc(-c3cc4ccccc4oc3=O)n2)cc1C
 : -4% | u | x
- O=C(CSc1nncn1-c1ccccc1)Nc1c(F)cccc1F
 : 5% | -20% | -21%
- CCCCc1nnc(NC(=O)CSc2nc(=O)cc(N)n2-c2ccccc2)s1
 : 9% | 6% | -2%
- Cn1c2ccccc2c2cc(C(=O)N3CCOCC3)sc21
 : -4% | -12% | 3%
- COC(=O)CSC1=C(C#N)C(c2ccsc2)CC(=O)N1 (stereo not drawn)
 : -3% | u | 1%
- O=C(CCN1C(=O)COc2ccccc21)NCCC1=CCCCC1
 : 3% | u | 2%

3 entries already listed, sorted by molecular weight, low to high:
Each structure is followed by: TDP1 block | TDP1 cell noCPT | N370S GC
- OCCSc1nnc(Nc2ccccc2)s1
 : -6% | -18% | 28%
- Cn1c2ccccc2c2cc(C(=O)N3CCOCC3)sc21
 : -4% | -12% | 3%
- CCCCc1nnc(NC(=O)CSc2nc(=O)cc(N)n2-c2ccccc2)s1
 : 9% | 6% | -2%

Compound activity from PubChem.
